Compound activity as filed in PubChem.
Exocytosis inh = lytic granule exocytosis inhibition; TALL-104 LAMP-1 surface exposure, flow cytometry; cells stimulated with thapsigargin and PMA; inhibition, % at 10 µM; 360,000 compounds, 0.66% hits; AID 651702;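 active = inhibition above about 55%, limit read from the data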
ABCB6 inh MLPCN = human ABCB6 transporter inhibition; Q9NP58; K562-ABCB6 porphyrin accumulation, flow cytometry, 1 h; active compounds read low; fluorescence ratio to DMSO, % at 10 µM; 360,000 compounds, 0.19% hits;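 active = fluorescence ratio to DMSO below 75%, the collection mean minus 3 SD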;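 note: signal is porphyrin accumulated inside mitochondria; 100% equals median channel fluorescence of DMSO control wells; lower ratio means ABCB6 inhibition with less porphyrin fluorescence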
iPSC survival up = hiPSC single-cell survival enhancement | ATPlite luminescence; 100% = ROCK inhibitor wells, 0% = DMSO | survival enhancement, % at 20 µM | 360,000 compounds, 0.044% hits | AID 602274; in the data active = survival enhancement above about 18%;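 note: cells exposed to compounds for 16 hours before the ATP read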
m5-HT2A agonist = mouse HTR2A agonism via beta-arrestin recruitment; P35363; CHO-K1 mHTR2A beta-arrestin complementation, luminescence; percent of 30 µM serotonin response; activation, % at 7.6 µM; 360,000 compounds, 0.66% hits; AID 624169;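 active = activation above a run cutoff, the mean activation of all tested compounds plus 3 SD, cut at about 14% in these data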;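 note: 0% = plate median of compound wells and 100% = 30 µM serotonin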
Target sequence (P35363 whole entry, looked up): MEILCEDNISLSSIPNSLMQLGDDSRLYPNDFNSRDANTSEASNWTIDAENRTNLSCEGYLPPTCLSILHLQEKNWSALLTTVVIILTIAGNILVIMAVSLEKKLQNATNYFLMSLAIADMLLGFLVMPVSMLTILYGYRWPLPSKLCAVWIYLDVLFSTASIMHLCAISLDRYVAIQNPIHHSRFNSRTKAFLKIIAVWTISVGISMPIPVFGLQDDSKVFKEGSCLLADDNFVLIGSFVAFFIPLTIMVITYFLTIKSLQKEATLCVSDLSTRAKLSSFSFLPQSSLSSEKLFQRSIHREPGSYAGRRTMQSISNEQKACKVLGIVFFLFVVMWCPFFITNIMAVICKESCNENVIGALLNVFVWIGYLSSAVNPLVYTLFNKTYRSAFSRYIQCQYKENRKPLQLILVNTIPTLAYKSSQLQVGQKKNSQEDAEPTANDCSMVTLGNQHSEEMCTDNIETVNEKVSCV
aDG glyco act = increases alpha dystroglycan glycosylation; AID 624168; 360,000 compounds, 0.22% hits; activation, % at 10 µM; Pro5-aDG cells, alpha-DG glycosylation AlphaScreen (IIH6); 0% Pro5, 100% B10-LARGE cell signal;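 active = activation of at least 8% versus controls, or a plate z-score of at least 8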;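 note: Pro5 are CHO cells carrying HIG-tagged alpha-DG that lacks glycosylation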
Glyco luc inh = N-linked glycosylation inhibition | D54 ERlucT glycosylation luciferase reporter, 24 h; percent of 100 nM tunicamycin response | reporter increase, % at 12.5 µM | 360,000 compounds, 0.23% hits | AID 588692;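 active = mean luciferase reporter signal, scaled so untreated is 0 and the glycosylation-blocking control 100, at or above a set limit in every replicate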;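 note: luciferase carries N-glycosylation sites so blocking glycosylation raises the light; 0% = median of neutral control wells and 100% = median of 100 nM tunicamycin wells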
MC4R antag cAMP = human MC4R antagonism in cAMP assay | P32245 | MC4R-expressing cells, MTII-stimulated cAMP, LANCE TR-FRET | inhibition, % at 6.5 µM | 360,000 compounds, 0.48% hits | AID 540295;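 active = inhibition above its plate's cutoff, the mean of tested wells on that plate plus 3 SD, cut at about 29% in these data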;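 note: 0% = Melanotan II alone and 100% = Melanotan II plus saturating MCL0020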
Target sequence (P32245 whole entry, looked up): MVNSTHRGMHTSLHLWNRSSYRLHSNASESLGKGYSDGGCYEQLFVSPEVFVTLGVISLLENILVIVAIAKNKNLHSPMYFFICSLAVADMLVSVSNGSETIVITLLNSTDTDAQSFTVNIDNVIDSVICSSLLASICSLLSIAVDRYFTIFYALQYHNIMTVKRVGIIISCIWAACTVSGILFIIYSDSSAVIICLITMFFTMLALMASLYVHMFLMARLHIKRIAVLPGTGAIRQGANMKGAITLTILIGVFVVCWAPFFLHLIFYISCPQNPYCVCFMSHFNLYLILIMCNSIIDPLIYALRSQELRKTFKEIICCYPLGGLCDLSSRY
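Test system: U2OS cells stably expressing human melanocortin 4 receptor (MC4R); also added: Melanotan II challenge; compound: 6.5 µM single dose; timing: 30-min compound preincubation, 1-h Melanotan II challenge, 1-h detection, room temperature; signal: Eu-cAMP/anti-cAMP TR-FRET, emission 671 nm; repeats: one well per compound, no replicates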
ABHD5-PLIN5 inh = inhibitors of human ABHD5-perilipin-5 interaction. Q00G26+Q8WTS1. Split G. princeps luciferase complementation, luminescence, 4 h. inhibition, % at 4 µM. 360,000 compounds, 0.78% hits. AID 602281;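 active = inhibition above the mean inhibition across every tested compound plus 3 SD, cut at about 22% in these data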;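 note: 0% = DMSO only wells and the 100% control is not disclosed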
Cardio protect = protects H9c2 cardiomyocytes from peroxide injury | H2O2 injury protection, ATPLite, 2 h | protection from H2O2 cell death, % at 20 µM | 360,000 compounds, 0.63% hits | AID 588492;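 active = compounds giving at least 50% protection of heart cells from peroxide-induced death in the single-dose screen, raw or plate-pattern-corrected value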;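 note: 0% = DMSO wells with peroxide and 100% = DMSO wells without peroxide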
MC4R ag barr = activates human MC4R beta-arrestin recruitment; P32245; U2OS MC4R beta-arrestin complementation, luminescence; percent of melanotan II response, DMSO zero; activation, % at 8.9 µM; 360,000 compounds, 0.98% hits; AID 540308;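 active = activation above a per-plate cutoff, the mean activation of sample wells on that plate plus 3 SD, cut at about 8% in these data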
The depositor's hits bear a star; / = no result given.

SMILES	Exocytosis inh	ABCB6 inh MLPCN	iPSC survival up	m5-HT2A agonist	aDG glyco act	Glyco luc inh	MC4R antag cAMP	ABHD5-PLIN5 inh	Cardio protect	MC4R ag barr
CC1=CC2=NC(=O)/C(=C\c3cccn3CCOc3cccc(C)c3)C(=N)N2O1	2	99	4.3	1	0.4	-3	-1	0	-2	-1.2
COc1ccc(CN2C[C@@H](CO)O[C@@H](n3cnc4c(N5CCN(C)CC5)ncnc43)C2)cc1	2	96	-1.6	10	0.0	2	2	0	10	0.1
O=C(NCc1ccco1)c1cc(S(=O)(=O)N2CCCCC2)ccc1Cl	2	95	-0.4	3	0.0	-1	0	8	0	0.1
COc1ccc(N2CCN(c3c(S(=O)(=O)c4ccccc4)cnc4ccc(OC)cc34)CC2)cc1	4	99	-2.9	-3	0.0	-7	16	-3	8	-1.2
Cc1ccc(NC(=S)N2CCC(c3ccc(C)cc3)C2)cc1 (stereo not drawn)	-5	100	-0.3	-1	-0.2	0	-2	-1	-4	-0.8
CC(C)(C)NC(=O)Cn1nnc(-c2cccs2)n1	0	98	-3.5	4	-0.2	1	18	6	-3	1.5
CSc1ccc(CCNC(=O)Cn2ncc3c([nH]c4ccccc43)c2=O)cc1	-2	96	-0.6	7	-0.2	1	7	1	-4	-1.4
O=C(Nc1ccccc1)N1CCCN(c2c(Cl)cncc2Cl)CC1	-4	104	-0.6	-1	0.0	-2	-7	-3	0	-2.4
O=C1N/C(=C/c2cccs2)C(=O)N1Cc1ccc(F)cc1	-2	95	0.5	5	0.1	1	1	7	-1	4.0
CN1OCC(S(=O)(=O)c2ccccc2)C1c1ccccc1 (stereo not drawn)	2	95	-0.6	0	-0.2	-1	4	-1	8	-2.0
CCOC(=O)/C(=N\Nc1ccc(OC)cc1)c1csc(Nc2ccccc2)n1	2	92	-0.2	5	-0.3	-4	18	-12	1	0.8
OCCCn1c(C2CCCN2c2nc(-c3ccc(F)cc3)cs2)nc2cc(Cl)c(Cl)cc21 (stereo not drawn)	-4	100	-2.3	-4	0.8	-7	16	-4	1	2.4
O=C1C=C(c2ccc3[nH]ccc3c2)C[C@@H](c2ccc(F)cc2)C1	-1	104	1.2	-3	-0.4	-1	22	7	-17	7.1
CCO/C=C1\C(=O)N(CC)c2ccccc21	2	87	-2.8	6	0.0	-3	-5	-9	8	-2.4
N#CCCN(C(=O)CSc1nc2ccccc2c(=O)[nH]1)c1ccc(F)cc1	8	101	-0.4	0	0.6	-2	5	-3	48	-1.2
C[C@H](Nc1ccc(C(F)(F)F)cc1[N+](=O)[O-])C(=O)O	-2	94	0.0	2	0.2	3	2	-2	-2	-1.0
CCCCNC(=O)N(O)C1N(/N=C/c2ccccc2OC)C(=S)SC1(C)C (stereo not drawn)	-1	98	0.1	-3	0.0	0	8	-9	-1	-1.4
Cc1ccc(P(C)(=O)c2ccc(C)cc2)cc1	-1	117	-0.9	5	-0.1	-1	14	3	4	0.6
COCCN(C(=O)CSc1nc2ccc(OC)cc2[nH]1)c1c(N)n(Cc2ccccc2)c(=O)[nH]c1=O	11	101	-0.5	1	-0.2	3	3	-4	8	1.4
CC(=O)N1CCN(c2nc(-c3cccs3)nc3ccccc23)CC1	-2	93	0.4	-5	-0.1	-2	11	2	35	1.5
CC(C)c1ccc(NC2CCCN(C(=O)CCN3CCOCC3)C2)cc1 (stereo not drawn)	-9	97	0.3	4	0.5	0	4	-6	-4	-1.2
CCOC(=O)c1c(C)oc2cc(Br)c(OC(=O)N3CCOCC3)cc12	-1	128	-1.5	3	0.0	1	-1	3	10	2.4
O=C(OCC12CC3CC(CC(C3)C1)C2)c1ccc(NCc2cc(O)ccc2O)cc1	1	86	-4.0	3	-0.6	7	1	-6	-10	11*
Cc1ccc(N/N=C(/Sc2nnnn2-c2ccccc2)C(=O)c2ccccc2)cc1	-2	98	0.9	4	-0.2	0	-2	-13	-4	0.9
O=C(CSc1nc(NS(=O)(=O)c2ccccc2)cc(=O)[nH]1)Nc1ccc(F)cc1	2	98	-1.8	-5	-0.2	0	3	-3	4	-1.6
SMILES	Exocytosis inh	ABCB6 inh MLPCN	iPSC survival up	m5-HT2A agonist	aDG glyco act	Glyco luc inh	MC4R antag cAMP	ABHD5-PLIN5 inh	Cardio protect	MC4R ag barr
COc1ccc(OC)c2nc3c(C(=O)NCCN(C)C)cccc3nc12	5	95	-3.1	-3	0.2	91*	-43	-2	9	-1.1
CCOC(=O)C/C(N)=N/NC(=O)c1ccc(Cl)cc1Cl	-5	97	1.3	5	-0.1	1	15	-5	6	0.0
CCC(C)Sc1nc2c(c(=O)[nH]c(=O)n2C)n1CCc1ccccc1 (stereo not drawn)	2	97	-1.4	4	0.1	1	13	-4	8	7.3
Cc1nc(NC(=O)/C=C/c2ccc(F)cc2)sc1C(=O)N(C)C	0	95	-0.3	3	0.4	2	13	-5	2	-1.6
CCC(C(=O)OCC(=O)Nc1ccc(C(=O)Nc2ccc(OC)cc2)cc1)c1ccccc1 (stereo not drawn)	0	95	0.0	3	0.7	12	12	-1	-4	5.5
Cc1ccc(NC(=S)/C(=C(\[O-])c2ccc(Cl)s2)[n+]2cccc(CO)c2)cc1C	-1	97	-0.2	-6	0.0	1	3	3	-5	-1.6
CC1CCCN(c2nc3ccsc3c(=O)s2)C1 (stereo not drawn)	-2	96	-3.7	1	-0.1	-3	-7	-6	-4	4.8
CC(C)C(NC(=O)c1c(F)cccc1F)C(=O)NCc1ccncc1 (stereo not drawn)	-2	98	-0.5	0	-0.1	-3	-3	-15	0	-0.8
CCOC(=O)C1CCCN(C(=O)c2ccncc2)CC1 (stereo not drawn)	2	99	2.8	-2	-0.2	-1	3	-1	-3	-1.6
Cc1cc2cc(CNC(=O)COc3ccccc3)ccc2n1C	-4	97	0.7	1	0.4	-1	-2	12	-4	-0.5
COc1ccc(-n2c(SCc3ccc([N+](=O)[O-])cc3)nnc2-c2ccc(C)cc2)cc1	4	97	0.0	2	0.1	-6	6	-1	-2	-0.7
COc1ccc(C2=NN(C(=O)CCC(=O)O)C(c3ccc([N+](=O)[O-])cc3)C2)cc1 (stereo not drawn)	2	98	-0.5	19*	0.0	2	6	-1	-4	-1.0
COc1cc2ccccc2cc1C(=O)OCC(=O)N(C)c1c(N)n(Cc2ccccc2)c(=O)[nH]c1=O	1	98	-0.4	0	-0.2	-1	15	4	7	-0.6
CC(C)C(=O)N1CCC1(C)C(=O)Nc1cc(-c2ccccc2)nn1C (stereo not drawn)	0	103	9.5	2	0.5	-3	11	-5	-3	-1.0
Cc1ccc2[nH]c(=O)c(C(c3nnnn3CCc3ccccc3)N3CCOCC3)cc2c1 (stereo not drawn)	0	91	7.7	4	0.2	1	26	-7	-2	0.9
CC(C)CC(=O)NC(=S)Nc1ccc(S(=O)(=O)N2CCCC2)cc1	1	85	-1.9	-3	-0.3	-1	-1	-5	3	-3.0
COc1ccc(-c2csc(C(C)(O)c3cccc(F)c3)n2)cc1 (stereo not drawn)	0	96	-0.2	1	0.0	-2	3	4	-16	-0.2
O=C(NCC1CCCO1)C1CCN(S(=O)(=O)c2cccc3cccnc23)CC1 (stereo not drawn)	6	101	-0.3	10	1.7	0	-3	3	2	-0.3
CN(NS(=O)(=O)c1ccccc1)C(=O)c1ccccc1	0	94	1.2	-4	-0.3	1	1	19	1	-1.6
COc1cccc(S(=O)(=O)N(C)C[C@@H]2OCc3cnnn3CCCC(=O)N([C@@H](C)CO)C[C@@H]2C)c1	4	100	1.3	2	0.0	1	9	-2	-6	-1.1
O=C1CCC(=O)N1CCCCCc1nc(-c2ccccc2)no1	7	92	-0.6	5	-0.3	0	6	-2	4	0.4
CN(C)CCCNc1nc2cc(-c3ccc(F)cc3)sc2c(=O)n1C	2	90	-2.3	2	0.5	1	8	7	17	2.4
O=C(NCC(c1ccc(F)cc1)N1CCOCC1)c1ccc(Br)o1 (stereo not drawn)	3	104	0.0	3	-0.1	2	-3	6	1	0.1
COCCNC(=S)N(CCc1c(C)[nH]c2ccc(F)cc12)Cc1cccnc1	27	95	-0.5	-3	0.2	-2	10	5	4	0.1
Cc1cc(C)cc(Cn2cc(CN3CC(N4CCCCC4)CS3(=O)=O)nn2)c1 (stereo not drawn)	-7	95	0.3	-5	0.2	/	/	-9	/	/
SMILES	Exocytosis inh	ABCB6 inh MLPCN	iPSC survival up	m5-HT2A agonist	aDG glyco act	Glyco luc inh	MC4R antag cAMP	ABHD5-PLIN5 inh	Cardio protect	MC4R ag barr
CN(Cc1ccccc1)S(=O)(=O)c1cccc2cccnc12	-4	98	2.8	-3	0.1	-1	20	-1	-3	1.9
CC1CCCC(NC(=O)CCC(=O)NCc2ccccc2)C1C (stereo not drawn)	-3	109	0.4	-2	0.0	3	0	3	5	-0.2
Cc1cc(C)cc(Oc2nn[nH]n2)c1	2	99	-1.6	-4	-0.1	2	-5	6	12	-1.8
COc1ccccc1C(=O)Nc1ccc(N2CCN(C(C)=O)CC2)cc1	-2	90	-1.6	1	-0.5	3	5	2	7	-1.5
CCCN1C2CCCC1CC(NC(=O)c1ccccc1OCC)C2 (stereo not drawn)	-2	98	-2.8	0	1.4	-6	9	0	1	-1.1
CC1CCCC(C)N1C(=O)COC(=O)c1ccc(S(=O)(=O)N(C)c2ccccc2)cc1 (stereo not drawn)	-20	97	-0.4	2	-0.1	0	0	4	-2	-0.8
CN1CCN(CCC=C2c3ccccc3Sc3ccc(S(=O)(=O)N(C)C)cc32)CC1	31	97	-4.2	-14	1.1	0	-1	11	-21	1.2
COc1ccccc1N(CC(=O)N/N=C/c1ccc(OCC(=O)NCc2ccco2)cc1)S(=O)(=O)c1ccc(C)cc1	8	75	-1.5	-1	0.5	-9	8	-1	21	-0.7
Cc1cccc(NC(=O)c2cccc(C(=O)Nc3cccc(C)c3)n2)c1	-5	99	0.1	-3	0.0	-1	0	0	0	-3.7
CN(C)C(CNC(=O)c1cccc(S(=O)(=O)Nc2ccccc2Cl)c1)c1ccco1 (stereo not drawn)	6	95	-0.3	-3	0.4	1	3	6	6	0.1
c1ccc(CN2CCC3CC2c2c3cccc2N2CCOCC2)cc1 (stereo not drawn)	-2	100	-1.3	1	-0.1	-9	/	4	5	/
COCCNC(=O)C1CCCN(C(=O)COCc2ccccc2)CC1 (stereo not drawn)	5	100	2.0	-2	0.0	-1	1	5	4	0.2
CC(C)CCN1C(=O)c2ccc(C(=O)Nc3ccccn3)cc2C1=O	-5	93	-0.1	1	-0.2	1	6	5	-6	1.6
Nc1c(Cl)cc(C2=NCCn3c2c2ccccc2[n+]3[O-])cc1Cl	-3	96	-0.5	0	0.3	1	-11	-5	3	-1.0
NC(=S)Nc1ccc(F)cc1F	0	94	0.4	4	-0.2	2	6	7	1	-1.6

Retrieved by structure from the entries so far:
SMILES	Exocytosis inh	ABCB6 inh MLPCN	iPSC survival up	m5-HT2A agonist	aDG glyco act	Glyco luc inh	MC4R antag cAMP	ABHD5-PLIN5 inh	Cardio protect	MC4R ag barr
CC(C)CCN1C(=O)c2ccc(C(=O)Nc3ccccn3)cc2C1=O	-5	93	-0.1	1	-0.2	1	6	5	-6	1.6
CN1CCN(CCC=C2c3ccccc3Sc3ccc(S(=O)(=O)N(C)C)cc32)CC1	31	97	-4.2	-14	1.1	0	-1	11	-21	1.2
